TCR activator: T cell receptor activation; primary human leukocytes, anti-CD3, IL-2 HTRF, 48 h; 330,000 tested, under 10 active; AID 504894; Potency, µM (titrated, usually from 9.22 µM), inactives show top-dose activation of IL-2 secretion, hits mostly activators; note: % of control where 0% means no effect
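Compounds are tested in HTS on primary human leukocytes co-incubated with a-CD3 beads for 48 hr. IL-2 output is measured by time-resolved FRET.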
Eya2 phos inh: Eya2 (human) phosphatase inhibition | Potency, µM (top dose mostly 76.9 µM), for inactives: at the highest dose activity, negative = inhibition, usual class: inhibitors | AID 488837 | actives 0.006% (n = 330,000) | O00167 | recombinant Eya2, OMFP fluorescence dephosphorylation (OMFP is methylfluorescein phosphate); note: potency is the fitted concentration of half-maximal effect; % is set by controls: 0 for no effect and ±100 for the full control effect
Target sequence (O00167 whole entry, looked up): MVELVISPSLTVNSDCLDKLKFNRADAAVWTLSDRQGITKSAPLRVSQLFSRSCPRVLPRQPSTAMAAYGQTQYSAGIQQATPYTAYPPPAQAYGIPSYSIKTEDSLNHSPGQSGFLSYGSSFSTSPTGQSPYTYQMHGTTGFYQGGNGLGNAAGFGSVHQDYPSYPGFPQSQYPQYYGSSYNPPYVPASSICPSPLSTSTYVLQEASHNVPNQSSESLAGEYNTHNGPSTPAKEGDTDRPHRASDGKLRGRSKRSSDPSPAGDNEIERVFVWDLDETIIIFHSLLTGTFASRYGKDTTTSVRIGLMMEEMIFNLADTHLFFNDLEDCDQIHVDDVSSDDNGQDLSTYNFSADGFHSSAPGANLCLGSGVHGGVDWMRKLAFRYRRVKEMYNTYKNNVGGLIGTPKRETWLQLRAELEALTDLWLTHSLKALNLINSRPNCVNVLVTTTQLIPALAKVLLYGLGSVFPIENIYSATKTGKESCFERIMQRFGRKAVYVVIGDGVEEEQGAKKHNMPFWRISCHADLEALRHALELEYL
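Eya2 (0.2 uM) preincubated 10 min at ambient with compound, then OMFP substrate added at 50 uM; 10 min reaction in 50 mM HEPES pH 7.5, 50 mM NaCl, 5 uM MgCl2, 0.05% BSA, 1 mM DTT. Fluorescence read at Ex 485/Em 525 nm.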
ASM inhibitor: blocks human secretory acid sphingomyelinase | AID 504937 | actives 0.006% (n = 340,000) | placental ASM, HMU-PC fluorogenic substrate, 60 min | P17405 | Potency, µM (top dose mostly 57.5 µM), for inactives: at the top dose activity change, negative = inhibition, hits mostly inhibitors; note: potency is the fitted concentration of half-maximal effect
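Human placenta-derived ASM enzyme was preincubated with compound for 10 minutes at room temperature, then given fluorogenic substrate HMU-PC0 (9 uM final) for 60 minutes at 37 °C; a pH 10 stop preceded fluorescence reading at Ex 386/Em 447 nm.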
A-T KAP1 phos: potential ataxia-telangiectasia treatment. […] A-T fibroblasts, KAP-1 phosphorylation AlphaLISA; neocarzinostatin DNA damage 30 min before lysis. Potency, µM (top dose mostly 57.5 µM), inactives show at the top dose activation, hits mostly activators. actives 0.19% (n = 320,000). AID 485349; note: potency is the fitted concentration of half-maximal effect; % of control where 0% means no effect; nearly all actives have a fitted effect of over 45% in size
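hTERT-immortalized A-T patient fibroblasts ([…]), 500 cells/well in OPTI-MEM, 1% FBS, got compounds for 60 min, then NCS for 30 min at 37C. Lysates were then assayed for phospho-KAP-1 by AlphaLISA (anti-pKAP1 donor, anti-KAP1 acceptor beads), 6 hr at 25C.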
ELG1 repair inh: ELG1-dependent DNA repair inhibition; Potency, µM (titrated, usually from 46.1 µM), without a hit: top-dose activity change, negative = inhibition, most hits filed as inhibitors; HEK293T ELG1-luciferase reporter, luminescence, 16 h; DNA damage induced by 5-fluorouridine; actives 2.3% (n = 330,000); note: potency is the fitted concentration of half-maximal effect; % is set by controls: 0 for no effect and ±100 for the full control effect; nearly all actives have a fitted effect of over 55% in size
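DMSO vehicle served as the neutral condition. Each well held 2,000 cells given 5-fluorouridine plus compound; after 16 hr at 37 °C/5% CO2, ONE-Glo was added and luciferase measured 30 min later.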
BCR signal inh: blocks chronic active B-cell receptor signaling; AID 493014; actives 0.05% (n = 340,000); Potency, µM (series often up to 46.1 µM), for the others: at the highest dose ratio change, negative = lower green/red ratio, hits mostly inhibitors; ABC-DLBCL IkBa-CBG/CBR reporter, luminescence ratio, 4 h; active = well fitted inhibition curve with a large enough effect in the signal ratio, with a control signal flat, not every such curve was filed as active; inconclusive = small, poorly fitted or top-dose-only effect, or effect the other way, or a change in a side signal; the % refers to the signal ratio;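 note: potency is the fitted concentration of half-maximal effect; plate controls were basal doxycycline-induced cells for no effect and cells given 10 µM MG132 for full effect; MG132 reads +100%, hits lower the ratio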
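Doxycycline induced both beetle luciferases in TMD8 lymphoma cells; IKK-driven degradation limits the IkappaBalpha-fused green signal, while red luminescence normalises for cell number and nonspecific effects. Compounds tested up to 46 uM, 4 hrs.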
Tb PFK inh: inhibitors of T. brucei phosphofructokinase. O15648. T. brucei PFK, ADP-Glo luminescence. Potency, µM (top dose mostly 57.5 µM), inactives show top-dose activity, negative = inhibition, hits mostly inhibitors. actives 0.17% (n = 330,000). AID 485367;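 note: potency is the fitted concentration of half-maximal effect; 0% = uninhibited 1x PFK enzyme wells and -100% = no-enzyme wells; nearly all actives have a fitted effect of over 60% in size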
Target sequence (O15648 whole entry, looked up): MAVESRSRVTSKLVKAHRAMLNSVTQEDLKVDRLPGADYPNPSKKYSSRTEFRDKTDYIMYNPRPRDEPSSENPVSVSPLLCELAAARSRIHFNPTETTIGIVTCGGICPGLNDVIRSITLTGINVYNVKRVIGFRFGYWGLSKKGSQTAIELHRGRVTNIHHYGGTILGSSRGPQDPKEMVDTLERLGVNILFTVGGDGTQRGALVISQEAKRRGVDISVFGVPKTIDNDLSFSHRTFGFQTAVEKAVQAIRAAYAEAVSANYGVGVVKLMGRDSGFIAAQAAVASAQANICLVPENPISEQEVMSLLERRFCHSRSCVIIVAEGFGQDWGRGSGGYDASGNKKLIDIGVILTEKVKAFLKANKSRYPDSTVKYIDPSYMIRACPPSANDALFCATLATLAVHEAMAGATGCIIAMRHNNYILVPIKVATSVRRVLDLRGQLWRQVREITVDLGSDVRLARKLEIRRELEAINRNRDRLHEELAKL
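Activity is normalized to no-enzyme wells (full inhibition) and 1.25 nM enzyme wells (no inhibition). Reaction: 0.5 mM F6P, 0.1 mM ATP, 45 min RT, ADP-Glo luminescence; concentration-response curves fitted and classed by quality.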
TSHR antag: blocks TSH signaling through the human TSH receptor; actives 0.2% (n = 330,000); AID 504810; TSHR-expressing cells, TSH-stimulated cAMP HTRF, 2 h; hits give low values; activity change, negative = inhibition, % at 11.5 µM;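 active = activity change below a set negative limit, meaning inhibition stronger than a set level, cut at about -70% in these data; inconclusive = activity change between two set negative limits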; note: % is set by controls: 0 for no effect and ±100 for the full control effect
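TSHR-expressing cells, 200/well, pre-treated with compound, then stimulated with EC80 TSH (4nM final) for 2 hours at 37 deg C. cAMP measured by competitive HTRF: anti-cAMP cryptate antibody in lysis buffer plus cAMP-d2, read after 30 minutes at room temperature.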
Integrin act MD: activates integrin-mediated alleviation for muscular dystrophy; alpha7betagal myoblasts, beta-gal FDG fluorescence, 48 h; Potency, µM (highest dose often 38.3 µM), without a hit: at the top dose activation, most hits filed as activators; actives 0.064% (n = 350,000); AID 624291;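 note: potency is the fitted concentration of half-maximal effect; 100% = response of the positive control SU9516; nearly all actives have a fitted effect of over 60% in size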
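Alpha7betagal+/- myoblasts (passage 13) were plated 16-24 hr, then exposed to compounds (1:260 dilution of DMSO stock) for 48 hours at 37C. After MPER lysis, β-galactosidase reporter activity was read as FDG fluorescence (ex 480/em 540) after 30 minutes.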
Mito fusion act: blocks mitochondrial division or promotes mitochondrial fusion; AID 485298; S. cerevisiae fusion-defective mutant growth rescue, CellTiterGlo 48 h; Potency, µM (doses to about 46.1 µM), without a hit: at the top dose growth rescue (activation), hits mostly activators; actives 0.23% (n = 320,000);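 note: potency is the fitted concentration of half-maximal effect; % of control where 0% means no effect; nearly all actives have a fitted effect of over 45% in size; temperature-sensitive fusion mutants such as fzo1-1 at 37 °C on non-fermentable ethanol glycerol medium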
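Growth-rescue viability read-out: after 48 h at the non-permissive 37C in glycerol/ethanol YPEG, yeast mitochondrial fusion mutants are measured by CellTiterGlo luminescence; compounds (23 nl pinned per well) restoring growth score as division inhibitors or fusion activators.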
PTAP TSG101 blk: blocks PTAP/TSG101 interaction to inhibit HIV-1 budding; Q99816; Fluorescence polarization, FITC-PTAP peptide / Tsg101 binding; Potency, µM (series often up to 115 µM), for inactives: at the highest dose activity change, negative = inhibition, usual class: inhibitors; 340,000 tested, under 10 active; active = well fitted inhibition curve with a large enough effect in the main read-out, with a control signal flat, not every such curve was filed as active; inconclusive = small, poorly fitted or top-dose-only effect, or effect the other way, or a change in a side signal; inactive = no such curve, though single readings can be large or run the other way; note: potency is the fitted concentration of half-maximal effect; % of control where 0% means no effect
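FP read-out: FITC-PTAP peptide, 50 nM final, binding Tsg101 binding domain, 10 uM final; 20 min, r.t.; 10 mM HEPES pH 7.5, 0.15 M NaCl, 0.01% Tween 20, 3 mM EDTA, 0.1 mM TCEP.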
An asterisk follows results filed as active; ? = inconclusive; . = not tested or not shown; [ ] = remark or other dose. Unless noted, calls come from the whole dose curve; as a rule, active = well fitted curve in the direction sought with a large enough effect; inconclusive = small, poorly fitted or top-dose-only effect, or another doubt; inactive = no such curve, though single readings can be large; an effect the other way counts as inactive or inconclusive. The order is random (roughly 3.2% active in at least one column).

SMILES	TCR activator	Eya2 phos inh	ASM inhibitor	A-T KAP1 phos	ELG1 repair inh	BCR signal inh	Tb PFK inh	TSHR antag	Integrin act MD	Mito fusion act	PTAP TSG101 blk
CCOC(=O)N1CCN(S(=O)(=O)c2ccc(C)c(C(=O)NC3CCCCC3)c2)CC1	-3%	0%	2%	1%	-17%	0%	0%	-8	20%	1%	0%
CCOc1ccc(N2C(=O)CS/C2=N/NC(=O)COc2ccc3ccccc3c2)cc1	-51%	-13%	0%	-1%	?	?	1%	0	17%	3%	3%
O=C(Nc1ccc(-c2csc(Nc3cccc(C(F)(F)F)c3)n2)cc1)c1ccccc1	10%	11%	-11%	3%	12µM*	2%	-2%	-6	-42%	-49%[inhibitor]	0%
CCCN(CC(=O)Nc1ccccc1C)C(=O)/C=C/c1ccc(S(=O)(=O)N2CCCCCC2)cc1	-6%	?	-1%	-5%	?	-3%	9%	1	1%	3%	-3%
COc1cc(/C=C/C(=O)Nc2ccc(C)cc2)cc(OC)c1OC	?	-3%	-4%	-3%	?	-5%	2%	-8	-4%	2%	-1%
O=C1CCN2C=Nc3cccc4ccc1c2c34	1%	?	93%[activator]	?	?	-11%	0%	-7	-17%	-2%	?
OCCNCCNCc1ccc(-c2ccccc2)cc1	.	5%	.	1%	?	?	1%	4	.	-11%	.
CC1CCN(Cc2c(C#N)c3ccccc3n2C)CC1	-1%	4%	3%	0%	-4%	-1%	2%	-3	0%	-12%	-6%
COc1ccc(/C=N\Nc2ccc([N+](=O)[O-])cc2)c(C(=O)O)c1OC	6%	0%	-2%	-16%	18%	1%	0%	-3	-17%	?	0%
CC1CCC(C(=O)NC(C(=O)NCCCN2CCOCC2)C(C)C)CC1 (stereo not drawn)	5%	14%	2%	1%	9%	2%	11%	63	30%[7.66 µM]	-7%	-11%
O=c1[nH]nnc2sc3c(c12)CCCC3	8%[46.1 µM]	-21%	0%	.	13µM*	2%	3%	0	12%	5%	-2%
CCC(=O)NC(=S)Nc1cccc(NC(=O)c2ccccc2C)c1	1%	1%	-3%	1%	11%	?	0%	-2	-33%	6%	-13%
Cc1ccc2c(c1)c1ncnc(N3CCOCC3)c1n2C	-1%	10%	.	3%	?	?	9%	-16	-14%	0%	-4%
Cc1ccc(N2CCN(C(=O)N3CCOCC3)CC2)cc1C	.	2%	4%	-5%	1%	-14%	-1%	2	9%	1%	-2%
C=CCN1C(=O)CN=C1Nc1cc(C)ccc1C	-8%	9%	4%	7%	8%	0%	-4%	15	18%	0%	0%
CCOC(=O)CC1C(=O)NCCN1c1nc2c(C)cccn2c(=O)c1/C=C1\SC(=S)N(CC(C)C)C1=O (stereo not drawn)	.	17%	.	-7%	?	7%	-5%	0	.	4%	.
CC1CN(C(=O)c2cccc(Oc3ccccc3)c2)CC(C)O1 (stereo not drawn)	-6%	7%	4%	1%	-14%	0%	-9%	2	8%	-1%	5%
Cc1cc(=O)[nH]c(N/N=C/CCc2ccccc2)n1	5%	7%	0%	-6%	?	-1%	-5%	-8	-11%	-1%	-2%
CCC(C)N1C(=O)c2ccccc2C1C(=O)NC1CCCCCC1 (stereo not drawn)	2%	8%	2%	1%	11%	-10%	1%	4	11%	0%	-1%
CCOC(=O)c1cc(NC(=O)Nc2ccccc2OC)c(C)nc1C	0%	-13%	-1%	0%	?	17%	2%	0	10%	1%	-4%
COc1ccc(-c2nc(CSCC(=O)N3CCc4ccccc4C3)c(C)o2)cc1OC	-1%	0%	7%	-4%	?	0%	-8%	1	-3%	-5%	-6%
Cc1ccc(C(=O)Nn2cnc3ccccc3c2=O)cc1C	3%	6%	7%	-1%	?	?	8%	5	38%	12%	-6%
CC1CCCC(C)N1C(=O)COc1ccc([N+](=O)[O-])cc1Cl (stereo not drawn)	5%	11%	4%	-1%	-20%	-8%	0%	-9	18%	-7%	0%
Cc1ccc(NC(=O)CSc2ncn[nH]2)c([N+](=O)[O-])c1	-3%[46.1 µM]	-10%	-1%	-4%	?	1%	1%	-2	19%	.	-8%
Cc1cc2oc(C(=O)N(Cc3ccccc3)c3ccccn3)cc(=O)c2cc1Cl	-6%	?	-4%	-7%	3%	-5%	-1%	-2	-36%	2%	0%
Cc1cnc(C(=O)NC(C)CCc2ccccc2)cn1 (stereo not drawn)	-7%	-3%	-1%	2%	-4%	-7%	-1%	1	4%	-4%	1%
O=C(O)C1=C[C@H](c2csc3ccccc23)C[C@H](OCCCCO)O1	-7%	0%	0%	-2%	19%	?	0%	17	27%	-2%	-3%
COc1ccccc1NC(=O)CSc1nnc(C)n1CCc1ccccc1	2%	6%	-3%	5%	1%	?	0%	24	-8%	-3%	-3%
Cc1ccc(S(=O)(=O)N2CCCCC2)cc1NC(=O)c1ccccc1Cl	.	-26%	-10%	5%	-3%	?	-2%	-13	25%	.	-5%
O=C(CN1CCN(CCN2C(=O)c3cccc4cccc(c34)C2=O)CC1)c1ccc(F)cc1	-4%	-7%	-3%	3%	-22%	16%	-1%	-4	-3%	-7%	-6%
O=C(COC(=O)c1cccs1)c1ccc2c(c1)OCCO2	1%	10%	-3%	7%	?	?	?	-23	-21%	6%	-7%
CCCOC(=O)c1ccc(NC(=O)CN(C)Cc2cccs2)cc1	-3%	-2%	-2%	-4%	-9%	0%	0%	-5	-19%	0%	-6%
CN1CCN(S(=O)(=O)c2ccc(SCCOc3ccccc3)nc2)CC1	3%	8%	-1%	7%	-7%	5%	-4%	2	-19%	-3%	-5%
Cc1ccc(-c2nc3c(=O)n(C)c4ccccc4c3o2)cc1	-4%	14%	-1%	-6%	?	-8%	2%	1	13%	9%	-1%
CCC(=O)NC(=S)Nc1ccccc1C(=O)OC	-3%	6%	3%	-2%	9%	-3%	0%	-8	8%	-5%	-1%
CCN(CC)C(=O)/C(=C\c1cccc([N+](=O)[O-])c1)NC(=O)c1ccco1	0%[46.1 µM]	3%	1%	-3%	-8%	-4%	0%	-7	-15%	-1%	0%
C=CCNC(=O)c1ccc(-c2cccc([N+](=O)[O-])c2)o1	2%	5%	-4%	2%	?	-1%	-1%	-8	5%	27%	-5%
CC1CCCC(C)N1S(=O)(=O)c1ccc(S(=O)(=O)NCc2ccccc2)cc1 (stereo not drawn)	-8%[46.1 µM]	1%	3%	.	28%	-9%	-4%	-9	0%	-5%	-1%
Cc1ccc(-c2csc(-c3ccncc3)n2)cc1	2%	10%	1%	6%	?	-1%	4%	-6	-1%	-22%	-6%
COc1ccccc1NC(=O)N1CCCC1C(=O)NCc1cccs1 (stereo not drawn)	-1%	0%	4%	-3%	4%	7%	1%	6	5%	0%	-3%
C=CCN1C(=O)C(O)=C(C(C)=O)C1c1ccccc1F (stereo not drawn)	6%	9%	-2%	2%	0%	4%	-7%	8	-21%	-1%	-4%
CN1/C(=C/C(=S)NC(=O)C2(C)CC2(Cl)Cl)C(C)(C)c2ccccc21 (stereo not drawn)	-1%	3%	-8%	-6%	?	?	-6%	2	-42%	8%	-3%
Cc1ccc(CNC(=O)C(N=C2NS(=O)(=O)c3ccccc32)C(C)C)cc1 (stereo not drawn)	-4%	-22%	-1%	10%	?	?	7%	44	-18%	-7%	-5%

Reformatted: results already given.
molecule,TCR activator,Eya2 phos inh,ASM inhibitor,A-T KAP1 phos,ELG1 repair inh,BCR signal inh,Tb PFK inh,TSHR antag,Integrin act MD,Mito fusion act,PTAP TSG101 blk
CC1CCN(Cc2c(C#N)c3ccccc3n2C)CC1,-1%,4%,3%,0%,-4%,-1%,2%,-3,0%,-12%,-6%
COc1ccc(/C=N\Nc2ccc([N+](=O)[O-])cc2)c(C(=O)O)c1OC,6%,0%,-2%,-16%,18%,1%,0%,-3,-17%,?,0%

From PubChem
